# V1R ag counter: V1a receptor agonism, counter-screen for OXTR agonists; P37288; CHO-V1R cells, Fluo-8 calcium fluorescence, agonist mode; 0% DMSO, 100% 3 nM vasopressin; activation, % at 3 µM; actives 0.25% (n = 320,000); AID 2797;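 active means activation above the mean activation of all tested compounds plus 3 SD, per screening run, cut at about 20% in these data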;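 further: signal is peak over basal fluorescence ratio across a 100 second FLIPR read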
# Target sequence (P37288 whole entry, looked up): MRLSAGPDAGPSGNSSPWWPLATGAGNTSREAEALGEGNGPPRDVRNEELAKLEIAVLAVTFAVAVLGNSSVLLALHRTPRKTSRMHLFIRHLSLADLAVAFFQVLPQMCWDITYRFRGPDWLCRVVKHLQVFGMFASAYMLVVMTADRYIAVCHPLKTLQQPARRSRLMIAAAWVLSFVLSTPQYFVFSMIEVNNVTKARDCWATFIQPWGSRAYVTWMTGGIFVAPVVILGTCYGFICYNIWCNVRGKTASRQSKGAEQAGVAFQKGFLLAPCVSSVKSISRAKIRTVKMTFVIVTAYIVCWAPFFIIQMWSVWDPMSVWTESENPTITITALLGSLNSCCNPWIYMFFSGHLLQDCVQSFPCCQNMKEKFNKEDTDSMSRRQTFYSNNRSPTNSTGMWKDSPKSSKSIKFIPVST
# TAAR1 agonist: human TAAR1 agonism; activation, % at 3 µM; Q96RJ0; CHO RD-HGA16 TAAR1, Fluo-8 calcium fluorescence; vehicle wells 0%, saturating PEA agonist 100%; AID 624467; actives 0.99% (n = 360,000);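 active means activation above the mean activation of all test compounds in the run plus 3 SD, cut at about 38% in these data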
# Target sequence (Q96RJ0 whole entry, looked up): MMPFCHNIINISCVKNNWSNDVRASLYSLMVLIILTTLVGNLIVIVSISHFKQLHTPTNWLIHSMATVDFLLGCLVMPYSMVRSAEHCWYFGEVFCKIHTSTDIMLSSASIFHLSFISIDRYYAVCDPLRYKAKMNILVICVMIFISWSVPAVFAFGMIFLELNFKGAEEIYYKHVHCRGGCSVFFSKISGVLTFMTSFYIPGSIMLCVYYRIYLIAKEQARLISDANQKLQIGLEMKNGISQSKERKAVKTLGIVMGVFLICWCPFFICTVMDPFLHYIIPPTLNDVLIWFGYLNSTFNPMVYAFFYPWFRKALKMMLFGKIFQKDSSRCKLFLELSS
#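 System: CHO-derived RD-HGA16 cells with stable Gα16 and human TAAR1 / Times: 17-24 h plating, Fluo-8 75 min 37 °C, 30 min RT / Technique: calcium-sensitive Fluo-8 signal, excitation 470-495, emission 515-575 nm / Measure: % activation relative to PEA EC100 response / Benchmarks: DMSO and PEA EC100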
# M1 PAM: human CHRM1 positive allosteric modulation. P11229. CHO-K1 hM1, Fluo-8 calcium fluorescence, ACh EC20; 0% = ACh EC20, 100% = maximal ACh. AID 588819. actives 0.088% (n = 360,000). activation, % at 3 µM; in the data active means activation above about 19%, passing the limit was not always enough
# OXTR agonist: activates the human oxytocin receptor. P30559. CHO-OTR cells, Fluo-8 calcium fluorescence; normalized: DMSO 0%, oxytocin 100%. activation, % at 3 µM. actives 0.32% (n = 320,000). AID 2435;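 active means activation above the mean of all tested compounds plus 3 SD, cutoff set per screening run, cut at about 20% in these data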;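 further: peak over basal fluorescence ratio from a 100 s FLIPR kinetic read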
# CHO parental Ca: counter-screen for OX1R antagonists: effect in parental CHO cells. parental CHO-K1, ATP-induced calcium, Fluo-8 fluorescence. inhibition, % at 5.6 µM. actives 0.63% (n = 330,000);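 active means inhibition above that plate's mean sample inhibition plus 3 SD, cut at about 26% in these data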;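 further: 0% = ATP-challenged DMSO wells and 100% = DMSO wells without ATP; some compounds past the cut are filed as inactive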
#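 Material – parental CHO cells · Reagent – ATP stimulus · Compound – single nominal dose of 5.6 µM per compound · Detection – Fluo-8 fluorescence · Read-out basis – percent inhibition of calcium signal · Controls – ATP-challenged DMSO wells low, unchallenged DMSO wells high · Repeats – no replicates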
# CHRM1 agonist: agonists of human M1 muscarinic receptor; P11229; CHO-K1 hM1, Fluo-8 calcium fluorescence, agonist mode; 0% DMSO, 100% acetylcholine EC100; activation, % at 3 µM; actives 0.33% (n = 360,000);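 active means activation above the run's mean compound activation plus 3 SD, cut at about 16% in these data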;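 further: peak over basal fluorescence ratio within a 140 s kinetic read after compound addition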
# M1 antag: antagonists of human M1 muscarinic receptor; inhibition, % at 3 µM; AID 588852; actives 1.3% (n = 360,000); CHO-K1 hM1, Fluo-8 calcium fluorescence, ACh EC80 antagonist;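 active means percent inhibition above its own plate's cutoff, namely the mean of that plate's compound wells plus 3 SD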;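 further: peak over basal fluorescence ratio during 140 s after agonist addition; 0% = ACh EC80 plus DMSO and 100% = DMSO alone without agonist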
# OXTR potentiator: human OXTR potentiation; P30559; activation, % at 3 µM; CHO-OTR cells, Fluo-8 calcium fluorescence, potentiator mode; 0% = oxytocin EC15, 100% = EC100; AID 2445; actives 0.061% (n = 320,000);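 active means activation above that plate's cutoff, the mean activation of tested compounds plus 3 SD, cut at about 6.6% in these data, passing the limit was not always enough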;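 further: 100% uses oxytocin at 75 nM as the full agonist control; some results filed as inactive read as strong as hits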
#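 Material: human OTR in CHO cells. Compound: 3.0 µM, one dose. Timing: compound 6 min at room temperature before oxytocin, 100 s read. Evaluation: % activation of max/min ratio relative to oxytocin controls. Replication: single well per compound, singlicate. Signal: Fluo-8 calcium dye fluorescence.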
# TAAR1 antagonist: human TAAR1 antagonism; Q96RJ0; CHO RD-HGA16 TAAR1, Fluo-8 calcium fluorescence, antagonist; inhibition, % at 3 µM; actives 1.5% (n = 360,000); AID 624466;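 active means inhibition above a per-plate cutoff, the mean inhibition of test compounds on that plate plus 3 SD, cut at about 49% in these data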;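 further: 0% = DMSO plus EC80 beta-PEA response and 100% = DMSO alone without agonist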
#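 Material: RD-HGA16 CHO cells with stable hTAAR1 and Gα16; Dosing: single nominal final test compound concentration of 3 µM; Schedule: seeding 17-24 h prior, 75-min 37 °C, 30-min RT dye loading; Detection: kinetic Fluo-8 calcium fluorescence measurement; Measure: % inhibition from peak post-agonist over basal fluorescence ratio; Benchmarks: vehicle and agonist controls.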
# Numbers without * were called inactive; . = no result given; & = joins results of further samples. Random draw from the library; overall some 3.7% were active at least once.
Structure,V1R ag counter,TAAR1 agonist,M1 PAM,OXTR agonist,CHO parental Ca,CHRM1 agonist,M1 antag,OXTR potentiator,TAAR1 antagonist
CCN1C(=O)[C@H]2[C@@H](c3ccc(C)cc3)N3C(=O)N(c4ccc(OC)cc4)C(=O)[C@@]3(C)[C@H]2C1=O,-0.9,0,12,13,-14,-5,-5,-7,-5
CC(C)(C)c1ccc(C(=O)n2cnc3ccccc32)cc1,1.0,19,17,1.6,0,4,-19,-7,-10
COc1nc(N(C)C)nc(N(C#N)CCOC(C)=O)n1,-0.1,1,9,-0.4,-1,-1,-18,-1,5
O=C(COc1ccc(Cl)cc1)N1CCN(C(=O)c2cccs2)CC1,-0.3,2,3,-0.5,-2,-1,-2,-6,6
CCOc1ccccc1NC(=O)CCc1ccc(C)o1,-1.3,9,8,-2.3,-31,-7,-17,-13,-4
Cn1c(=O)c2c(nc(NCc3ccccc3)n2CCCc2ccccc2)n(C)c1=O,0.9,9,9,0.6,-26,-1,10,-9,6
CC(=O)Oc1ccc2ccccc2c1C(NC(=O)Cc1ccccc1)c1ccccc1Cl (stereo not given),1.5,7,-1,-0.4,-19,-6,1,-1,0
CN(C)CCn1c(C(=O)O)cc2ccccc21,1.3,2,1,0.8,0,-2,-16,-5,-4
CCc1c(C)nc(SCC(=O)N2CCCCC2CC)[nH]c1=O (stereo not given),1.0,8,7,-0.1,-4,-3,-11,-5,-21
CCN(CC)c1ccc2cc(-c3nc(-c4cc5ccccc5oc4=O)cs3)c(=O)oc2c1,.,13,4,.,.,11,16,.,24
Cc1ccc(NC(=O)NC(=S)NC(=O)c2ccccc2)cc1,1.9,2,4,1.1,-10,1,0,-2,-5
CCOC(=O)NC(NCC(O)c1ccccc1)(C(F)(F)F)C(F)(F)F (stereo not given),0.5,67*,13,0.5,2,-5,0,1,56*

# Single records, from the list above. Screens in order: V1R ag counter, TAAR1 agonist, M1 PAM, OXTR agonist, CHO parental Ca, CHRM1 agonist, M1 antag, OXTR potentiator, TAAR1 antagonist
# CCOc1ccccc1NC(=O)CCc1ccc(C)o1 as listed: -1.3, 9, 8, -2.3, -31, -7, -17, -13, -4
# O=C(COc1ccc(Cl)cc1)N1CCN(C(=O)c2cccs2)CC1 as listed: -0.3, 2, 3, -0.5, -2, -1, -2, -6, 6
# CCN1C(=O)[C@H]2[C@@H](c3ccc(C)cc3)N3C(=O)N(c4ccc(OC)cc4)C(=O)[C@@]3(C)[C@H]2C1=O as listed: -0.9, 0, 12, 13, -14, -5, -5, -7, -5

# Next part.
Structure,V1R ag counter,TAAR1 agonist,M1 PAM,OXTR agonist,CHO parental Ca,CHRM1 agonist,M1 antag,OXTR potentiator,TAAR1 antagonist
O=C(O)CNC(=S)N(Cc1ccccc1)Cc1cccnc1,0.0,4,3,0.9,-3,-1,-3,-18,-11
CCOc1ccc(S(=O)(=O)NCCC(=O)NCC(C)(C)N2CCOCC2)cc1,0.9,0,12,0.6,-29,-4,-20,7,-13
Cc1cc(NC(=S)NC(=O)c2ccccc2)ccc1-c1cc2ccccc2oc1=O,-0.7,0,-2,-0.2,-5,-6,4,-1,-10
CCOc1ccc(C(=O)Nc2ccc3c(c2)OCO3)cc1OCC,-1.2,7,-7,-1.3,-7,-4,5,-3,-4
COc1ccc(F)cc1-c1cc(C(=O)NCc2ccccc2)[nH]n1,.,2,8,.,.,-2,-11,.,-1
CCn1c(SCC(=O)N(C)c2ccccc2)nc2c([nH]c3ccccc32)c1=O,-0.7,-3,-1,-1.2,-13,-3,1,-9,23
CCCCCc1c2c(cc(O)c1C(=O)O)OC(=O)c1c(cc(OC)cc1C(=O)CCCC)O2,-0.2,.,-3,-1.6,-12,4,2,0,.
CCOc1ccc(NC(=O)Nc2nc3ccc(S(C)(=O)=O)cc3s2)cc1,.,20,4,.,.,-3,-1,.,46
COc1cc(C(=O)NCCOc2ccc(Cl)cc2)ccc1OCc1c(C)noc1C,7.9,10,6,8.3,-10,4,8,-11,23
COC(=O)CSc1nnc(CNc2ccc(F)cc2)o1,0.2,10,13,0.3,10,-1,-18,-11,6
Cc1ccc(C)c(NC(=S)NNC(=O)c2cc3c(s2)CCC(C)C3)c1 (stereo not given),1.6,0,7,-0.2,-22,-6,0,-9,-16
c1cc(-c2nnc(-c3ccncc3)o2)ccn1,0.7,5,6,0.6,15,-2,-3,2,-4

# Following part:
Structure,V1R ag counter,TAAR1 agonist,M1 PAM,OXTR agonist,CHO parental Ca,CHRM1 agonist,M1 antag,OXTR potentiator,TAAR1 antagonist
O=C1CC(c2ccsc2)c2cc3c(cc2N1)OCCO3 (stereo not given),2.5,2,6,2.4,7,3,-13,-7,-8
CCN(CC(=O)Nc1ccc(NC(C)=O)cc1)C(=O)Cc1cccc2ccccc12,1.5,3,3,0.2,-19,-6,-6,-3,10
CCOC(=O)c1cnn(-c2ccccc2)c1NC(=O)C(F)(F)C(F)(F)C(F)(F)F,2.9,9,11,3.4,19,1,-7,-10,0
Cc1ccc(N2CCN(S(=O)(=O)N3CCOCC3)CC2)cc1C,0.5,2,2,0.6,-8,-7,-2,2,9
CC(OC(=O)c1cccn1C)C(=O)Nc1ccc2c(c1)OCO2 (stereo not given),-0.8,0,10,-0.9,6,-4,2,-2,-27
CC1CCCCN1c1ccc(N)cc1C(N)=O (stereo not given),0.0,3,4,0.2,-2,-8,-5,2,6
CCOC(=O)c1sc(N(Cc2ccccc2)C(=O)CCl)nc1C,-0.8,-2,10,-1.8,-19,-4,-15,-6,-6
C/C(=N\Nc1nc(N)cc(Cl)n1)c1ccc(Cl)c(Cl)c1,-0.9,-1,0,-0.8,-20,-3,4,-2,20
Cc1ccccc1NC(=O)Cn1nc(-c2ccccc2)nc1-c1ccccc1,0.8,10,10,1.2,-20,1,-3,4,14
CCNC(=O)C1(C)CCN(Cc2ccc(OC(F)(F)F)cc2)C1 (stereo not given),.,1,-32,.,.,-9,-15,.,-10
CCOC(=O)N1CCN(C(=O)CSc2nc(C)nc3c2c(=O)n(C)c(=O)n3C)CC1,0.5,-1,8,-1.3,-2,-2,-13,-14,16
CCn1c(=O)cc(OCC(=O)NCc2cccnc2)c2ccccc21,-0.3,10,0,-0.4,0,-6,-5,-5,3

# Additional results.
Structure,V1R ag counter,TAAR1 agonist,M1 PAM,OXTR agonist,CHO parental Ca,CHRM1 agonist,M1 antag,OXTR potentiator,TAAR1 antagonist
COc1ccc(CCNC(=O)c2cccn2C)cc1,4.1,-1,-5,-0.1,-4,0,15,-5,-2
N#Cc1ccc(C(=O)N2CCCCC2c2cc(C(=O)Nc3ccc4c(c3)OCO4)no2)cc1 (stereo not given),.,6,0,.,.,-5,-16,.,9
CCN(CC)CCCN1C(=O)C(=O)/C(=C(/O)c2ccc(C)cc2)C1c1ccccn1 (stereo not given),-0.4,0,7,0.2,2,-5,-12,-7,5
O=C(NCC1CCCCC1)c1cc([N+](=O)[O-])ccc1N1CCOCC1,-0.3,0,11,-0.3,-7,-2,-16,2,2
CCOc1ccc(CCNC(=O)COC(=O)c2ccc(Br)o2)cc1OCC,-1.6,-3,9,-2.0,-16,-3,-10,-14,-18
Cn1c(=O)c2c(ncn2CC(=O)N2CCOCC2)n(C)c1=O,0.5,5,10,1.2,6,-2,-17,-3,-4
CC1(C)CC2CC(C)(CN2S(=O)(=O)c2ccc(C(=O)Nc3ccc(S(=O)(=O)N4CCOCC4)cc3)cc2)C1 (stereo not given),1.4,1,-7,0.1,-13,-8,7,-9,-7
CCOC(=O)c1cnc2c(F)ccc(F)c2c1Sc1ccccc1,-1.6,1,6,-2.6,-27,-5,-7,2,-15
COc1ccc(N2CC(C(=O)Nc3ncccc3C)CC2=O)cc1 (stereo not given),0.9,4,5,0.0,-5,-2,-6,-6,9
Cc1cc(C)c(OCC(=O)OCC(=O)N2c3ccccc3CC2C)c(C)c1 (stereo not given),-0.8,2,6,-1.4,-16,-5,-8,-9,-5
NS(=O)(=O)c1cccc(NC(=O)c2cncc(Br)c2)c1,0.0,2,-2,6.7,-4,-3,18,-3,-31
COc1cccc(NC(=O)CSc2nc3ccsc3c(=O)n2-c2ccc(C(=O)O)cc2)c1,0.4,1,13,-0.3,8,-6,-8,0,0

# (cont.)
Structure,V1R ag counter,TAAR1 agonist,M1 PAM,OXTR agonist,CHO parental Ca,CHRM1 agonist,M1 antag,OXTR potentiator,TAAR1 antagonist
COc1ccc(CNC(=O)N2CCN(c3ccccc3)CC2)cc1,1.4,1,-2,2.8,7,-3,0,-4,0
O=C(NCCCCCCNC(=O)NCc1ccco1)NCc1ccco1,-0.5,.,.,-0.2,-2,.,.,-1,.
CCOC(=O)c1sc2nc(CN3CCCCC3)nc(Cl)c2c1C,0.1,.,4,-0.8,-31,-2,-2,-10,.
COc1ccc(C(=O)N/N=C(\C)CC(=O)Nc2ccc3ccccc3c2)c(OC)c1,-0.1,1,4,-0.4,-5,-5,-1,-10,-5
O=C(O)c1cccc(Cn2c(Cl)c(/C=N/NC(=O)c3ccc(O)cc3)sc2=O)c1,1.0,0,3,0.8,-5,-3,-5,2,-10
COc1ccc(C(=O)NCc2ccc(-n3cccc3)cc2)cc1OC,4.4,8,10,0.2,-19,-6,-9,-10,1
N#Cc1c2n(cnc1=O)CCCCC2,1.3,7,4,1.3,13,-2,-19,-6,1
O=S(=O)(NCC(c1cccnc1)N1CCN(c2ccc(F)cc2)CC1)c1cccs1 (stereo not given),-0.5,2,9,-0.2,5,-4,-13,-7,-9
N#Cc1cc([N+](=O)[O-])cnc1NCC(O)CO (stereo not given),2.6,6,2,0.0,-6,-3,-6,-6,4
COc1cccc(CC2(CO)CCN(Cc3cn(C)nc3C)CC2)c1,0.0,2,-3,-0.5,-24,-7,6,-11,3
CCSc1nc2ccccc2[nH]1,-0.6&-0.7,12&4,5&4,0.2&-0.1,0&-5,-3&-2,-9&-9,-2&-4,14&-7
CC1CN(C(=O)COC(=O)c2ccc(Cl)c(S(=O)(=O)N3CCCCC3)c2)CC(C)O1 (stereo not given),1.4,9,13,0.7,-5,-10,-10,-4,-1

# (cont.)
Structure,V1R ag counter,TAAR1 agonist,M1 PAM,OXTR agonist,CHO parental Ca,CHRM1 agonist,M1 antag,OXTR potentiator,TAAR1 antagonist
COc1ccc(-c2cc(NCc3ccccn3)n3ncnc3n2)cc1,0.2,0,6,-2.5,-12,-5,-28,2,6
COC(=O)C1Cc2c([nH]c3ccccc23)CN1C(C)=O (stereo not given),0.9,10,-4,1.3,-1,-3,6,0,-9
COC(OC)C1(CCc2ccccc2)NC(=O)NC1=O (stereo not given),.,1,-3,.,.,-3,2,.,-8
CCc1nc(SCc2ccc(Cl)cc2)n[nH]1,0.7,1,10,-0.4,2,-7,-6,4,-10

# Source: PubChem
